High-throughput results deposited in PubChem BioAssay by National Center for Advancing Translational Sciences (NCATS).
ERK EGF inh: qHTS Assay for Inhibitors of the ERK Signaling Pathway using a Homogeneous Screening Assay; Stimulation with EGF; Potency, µM (titrated, usually from 11.5 µM), inactives show at the highest dose activity change, negative = inhibition, hits mostly inhibitors; HEK293-V1b, EGF-stimulated phospho-ERK AlphaScreen; 130,000 tested, 0.41% active; active = well fitted inhibition curve with a large enough effect; inconclusive = small, poorly fitted or top-dose-only effect, or effect the other way;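 note: plate controls were stimulated vehicle wells for no effect and unstimulated vehicle basal for full effect; nearly all actives have a fitted effect of over 55% in size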
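Readout: AlphaScreen signal for phosphorylated ERK in lysed HEK293 cells stably expressing V1b. Stimulus 25 nM EGF, 5 min, following 30 min compound exposure. Data scaled to DMSO basal and full EGF activation.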
Active calls of the source: *; ? = inconclusive; & = joins results of further samples; ! = not active in a repeat; [ ] = dose if it differs, or a comment. Potency is the fitted concentration of half-maximal effect. Not all compounds are listed; count on the stated rates, not on these rows.

cpd | ERK EGF inh | Compound
1 | 10.5% | COC(=O)Nc1nc2ccc(S(=O)c3ccccc3)cc2[nH]1 (stereo unspecified)
2 | 2.6%[57.5 µM] | CCCc1cc(C(N)=S)ccn1
3 | ? | O=C1CCc2cc(OCCCCc3nnnn3C3CCCCC3)ccc2N1
4 | 11.4%[25.7 µM] | CC(C)(C(=O)c1cccnc1)c1cccnc1
5 | -1.5%[57.5 µM] | CN(CCOc1ccc(NS(C)(=O)=O)cc1)CCc1ccc(NS(C)(=O)=O)cc1
6 | 7.8% | COc1ccc(-c2oc3c(CC=C(C)C)c(O[C@H]4OC(CO)C(O)C(O)C4O)cc(O)c3c(=O)c2O[C@@H]2OC(C)C(O)C(O)C2O)cc1 (stereo partly specified)
7 | 5.6%[25.7 µM] | C[C@H](CCC(=O)O)[C@H]1CC[C@@H]2[C@@H]3[C@@H](O)C[C@H]4C[C@@H](O)CC[C@@]4(C)[C@H]3CC[C@@]21C
8 | 0.2% | CCN(CC)CCOC(=O)C(c1ccccc1)c1ccccc1
9 | -19.2% | CCOC(=O)Nc1ccc(NCc2ccc(F)cc2)nc1N
10 | -1.9% | Oc1ccc([C@@H]2CNCCc3c2cc(O)c(O)c3Cl)cc1

cpd | ERK EGF inh | Compound
11 | -5.7%[57.5 µM] | C/C=C(/C)C(=O)O[C@@H]1c2cc3c(c4c2[C@@]2(CO4)C(=O)C(OC)=C(OC)C=C2C[C@@H](C)[C@H]1C)OCO3
12 | -1.7% | NC(=O)c1ccc([N+](=O)[O-])cc1Cl
13 | 11.2µM*! | Oc1cc2c(cc1O)C1c3ccc(O)c(O)c3OCC1(O)C2 (stereo unspecified)
14 | 20.6% | NC(=O)NC(=O)Cc1ccccc1
15 | 24.2% | CCC(Cc1c(I)cc(I)c(N)c1I)C(=O)O (stereo unspecified)
16 | -10.7%[57.5 µM] | COc1cc(C(=O)NCCCCCC(=O)O)cc(OC)c1OC
17 | 2.2%[25.7 µM] | COc1cc(C)nc(-n2nc(C)cc2OC)n1
18 | 13.2%[57.5 µM] | COc1cc2c(c(OC)c1OC)-c1c(cc(OC)c(OC)c1OC)C[C@H](C)[C@H](C)C2
19 | -5.3% | CC(C)[C@@H]1C(=O)N(S(C)(=O)=O)[C@H]2CCN(C(=O)/C=C\CN3CCCCC3)[C@@H]12
20 | -11.0%&14.3%&15.2% | O=C(c1ccccc1)c1ccc2n1CCC2C(=O)O (stereo unspecified)

cpd | ERK EGF inh | Compound
21 | 6.2%[57.5 µM] | C[C@H]1c2cccc(O)c2C(O)=C2C(=O)[C@]3(O)C(O)=C(C(N)=O)C(=O)[C@@H](N(C)C)[C@@H]3[C@@H](O)[C@@H]21
22 | 3.2%[25.7 µM] | CCCN(CCC)C(=O)[C@@H](CCC(=O)O)NC(=O)c1ccccc1
23 | 17.0%[25.7 µM] | C[C@@H](Cc1cccc(C(F)(F)F)c1)NCCOC(=O)c1ccccc1
24 | -8.3%&25.2%&-14.6% | Cc1cc(O)c2c(c1)C(=O)c1cccc(O)c1C2=O
25 | -3.2% | COc1cc2[nH]c(=O)[nH]c(=O)c2cc1OC
26 | 15.1%[57.5 µM] | CN=C(N)NC(=O)Nc1c(C)cccc1C
27 | -9.4% | Cc1ccc(C(=O)C(C)CN2CCCCC2)cc1 (stereo unspecified)
28 | -0.9%[25.7 µM] | CCn1cc(C(=O)O)c(=O)c2cc(F)c(N3CCN[C@@H](C)C3)c(F)c21
29 | ? | CCOC(=O)Nc1ccc2c(c1)N(C(=O)CCN1CCOCC1)c1ccccc1S2
30 | 1.1% | CC1(C)OC2CC(=O)OC[C@@]23C1CC(=O)[C@]1(C)C3CC[C@@]2(C)C(c3ccoc3)OC(=O)C3O[C@@]321 (stereo partly specified)

Reprinted from the part before: two entries; new compounds follow.
cpd | ERK EGF inh | Compound
29 | ? | CCOC(=O)Nc1ccc2c(c1)N(C(=O)CCN1CCOCC1)c1ccccc1S2
30 | 1.1% | CC1(C)OC2CC(=O)OC[C@@]23C1CC(=O)[C@]1(C)C3CC[C@@]2(C)C(c3ccoc3)OC(=O)C3O[C@@]321 (stereo partly specified)
31 | -12.2% | CC(C)(CO)[C@@H](O)C(=O)NCCCO
32 | 6.6% | CC[C@@]12CCCN3CCc4c(n(c5ccccc45)[C@](O)(C(=O)OC)C1)C32 (stereo partly specified)
33 | -1.9%&0.8%[57.5 µM] | C#C[C@]1(O)CC[C@H]2[C@@H]3CCC4=CC(=O)CC[C@@H]4[C@H]3CC[C@@]21CC
34 | -4.5%&-9.9% | CC1(C)Oc2ccc(C#N)cc2[C@H](N2CCCC2=O)[C@H]1O
35 | ? | CN1CCN(c2c(F)cc3c(=O)c(C(=O)O)cn4c3c2SCC4)CC1
36 | ? | CN1CCC(=C2c3ccccc3CC(=O)c3sccc32)CC1
37 | 9.2%[25.7 µM] | C[C@@H]1[C@H](C)CC[C@@]2(C(=O)O[C@H]3O[C@@H](CO[C@H]4O[C@@H](CO)[C@@H](O[C@H]5O[C@@H](C)[C@@H](O)[C@@H](O)[C@@H]5O)[C@@H](O)[C@@H]4O)[C@@H](O)[C@@H](O)[C@@H]3O)CC[C@]3(C)C(=CC[C@H]4[C@@]5(C)C[C@@H](O)[C@@H](O)[C@](C)(CO)[C@@H]5CC[C@@]43C)[C@@H]12
38 | -0.3% | Cc1oncc1C(=O)Nc1ccc(C(F)(F)F)cc1
39 | 6.7% | NC(=O)c1ccc(-c2nc(-c3ccc4c(c3)OCO4)c(-c3ccccn3)[nH]2)cc1
40 | -0.3%[25.7 µM] | CN1CCN(CCCN2c3ccccc3Sc3ccc(S(=O)(=O)N(C)C)cc32)CC1

cpd | ERK EGF inh | Compound
41 | -0.7%[57.5 µM] | O=C(NCCN1CCOCC1)c1ccc(Cl)cc1
42 | 3.0% | CCOc1ccc(NC(=S)N2CCC(C(O)(c3ccccc3)c3ccccc3)CC2)cc1
43 | -23.4%[57.5 µM] | O=C(O)CCCCCCCC(=O)O
44 | 2.1%[25.7 µM] | CN(C)CCO[C@](C)(c1ccccc1)c1ccccn1
45 | 30.6%&-2.1% | CN(C)CCC[C@@]1(c2ccc(F)cc2)OCc2cc(C#N)ccc21
46 | 6.5% | CCCCOC(=O)c1ccc(N)cc1
47 | -0.8% | CC(=O)O[C@]1(C(C)=O)CC[C@H]2C3C=C(Cl)C4=CC(=O)[C@@H]5C[C@H]5[C@]4(C)C3CC[C@@]21C (stereo partly specified)
48 | 2.2% | Cc1nc2c([nH]1)c(=O)n(C)c(=O)n2Cc1ccco1
49 | ? | O=C1c2ccccc2C(=O)c2c(O)c(O)cc(O)c21
50 | 7.1%[57.5 µM] | C[C@@H]1C[C@H]2[C@@H]3C[C@H](F)C4=CC(=O)C(Cl)=C[C@]4(C)[C@@]3(F)[C@@H](O)C[C@]2(C)[C@@]1(O)C(=O)CO

At a glance, 26 of the compounds above.
cpd | ERK EGF inh | Compound
1 | 10.5% | COC(=O)Nc1nc2ccc(S(=O)c3ccccc3)cc2[nH]1 (stereo unspecified)
2 | 2.6%[57.5 µM] | CCCc1cc(C(N)=S)ccn1
3 | ? | O=C1CCc2cc(OCCCCc3nnnn3C3CCCCC3)ccc2N1
4 | 11.4%[25.7 µM] | CC(C)(C(=O)c1cccnc1)c1cccnc1
5 | -1.5%[57.5 µM] | CN(CCOc1ccc(NS(C)(=O)=O)cc1)CCc1ccc(NS(C)(=O)=O)cc1
6 | 7.8% | COc1ccc(-c2oc3c(CC=C(C)C)c(O[C@H]4OC(CO)C(O)C(O)C4O)cc(O)c3c(=O)c2O[C@@H]2OC(C)C(O)C(O)C2O)cc1 (stereo partly specified)
7 | 5.6%[25.7 µM] | C[C@H](CCC(=O)O)[C@H]1CC[C@@H]2[C@@H]3[C@@H](O)C[C@H]4C[C@@H](O)CC[C@@]4(C)[C@H]3CC[C@@]21C
8 | 0.2% | CCN(CC)CCOC(=O)C(c1ccccc1)c1ccccc1
9 | -19.2% | CCOC(=O)Nc1ccc(NCc2ccc(F)cc2)nc1N
10 | -1.9% | Oc1ccc([C@@H]2CNCCc3c2cc(O)c(O)c3Cl)cc1
11 | -5.7%[57.5 µM] | C/C=C(/C)C(=O)O[C@@H]1c2cc3c(c4c2[C@@]2(CO4)C(=O)C(OC)=C(OC)C=C2C[C@@H](C)[C@H]1C)OCO3
12 | -1.7% | NC(=O)c1ccc([N+](=O)[O-])cc1Cl
13 | 11.2µM*! | Oc1cc2c(cc1O)C1c3ccc(O)c(O)c3OCC1(O)C2 (stereo unspecified)
14 | 20.6% | NC(=O)NC(=O)Cc1ccccc1
15 | 24.2% | CCC(Cc1c(I)cc(I)c(N)c1I)C(=O)O (stereo unspecified)
16 | -10.7%[57.5 µM] | COc1cc(C(=O)NCCCCCC(=O)O)cc(OC)c1OC
17 | 2.2%[25.7 µM] | COc1cc(C)nc(-n2nc(C)cc2OC)n1
18 | 13.2%[57.5 µM] | COc1cc2c(c(OC)c1OC)-c1c(cc(OC)c(OC)c1OC)C[C@H](C)[C@H](C)C2
19 | -5.3% | CC(C)[C@@H]1C(=O)N(S(C)(=O)=O)[C@H]2CCN(C(=O)/C=C\CN3CCCCC3)[C@@H]12
20 | -11.0%&14.3%&15.2% | O=C(c1ccccc1)c1ccc2n1CCC2C(=O)O (stereo unspecified)
21 | 6.2%[57.5 µM] | C[C@H]1c2cccc(O)c2C(O)=C2C(=O)[C@]3(O)C(O)=C(C(N)=O)C(=O)[C@@H](N(C)C)[C@@H]3[C@@H](O)[C@@H]21
22 | 3.2%[25.7 µM] | CCCN(CCC)C(=O)[C@@H](CCC(=O)O)NC(=O)c1ccccc1
23 | 17.0%[25.7 µM] | C[C@@H](Cc1cccc(C(F)(F)F)c1)NCCOC(=O)c1ccccc1
24 | -8.3%&25.2%&-14.6% | Cc1cc(O)c2c(c1)C(=O)c1cccc(O)c1C2=O
25 | -3.2% | COc1cc2[nH]c(=O)[nH]c(=O)c2cc1OC
26 | 15.1%[57.5 µM] | CN=C(N)NC(=O)Nc1c(C)cccc1C

(next part)
cpd | ERK EGF inh | Compound
51 | 1.2%[25.7 µM] | COc1c(O)cc2c(c1O)[C@@H]1O[C@@H](CO)[C@@H](O)[C@@H](O)[C@@H]1OC2=O
52 | -4.1% | Cc1cn([C@H]2C[C@H](O)[C@@H](CO)O2)c(=O)[nH]c1=O
53 | -0.6% | COc1ccc([C@@H]2CNC(=O)C2)cc1OC1CCCC1
54 | -8.8%[57.5 µM] | OCC(O)CN1CCN(c2ccccc2)CC1 (stereo unspecified)
55 | 9.4%[57.5 µM] | CCC12CCCN3CCc4c(n(c5ccccc45)C(O)(C(=O)OC)C1)C32 (stereo unspecified)
56 | 3.6%[25.7 µM] | O=C(O)[C@@H]1[C@@H]2C[C@H]3c4[nH]c5ccccc5c4CCN3C[C@@H]2CC[C@@H]1O
57 | 8.8%[25.7 µM] | C[C@]12CC[C@@H]3C(=CCc4cc(O)ccc43)[C@@H]1CCC2=O
58 | -0.8%&6.0% | Nc1cc(=O)[nH]c(N)n1
59 | 20.7%&7.2% | CCCN(CCC)C(=O)C(CCC(=O)O)NC(=O)c1ccccc1 (stereo unspecified)
60 | ? | CC(=O)O[C@@]12CO[C@@H]1C[C@H](O)[C@@]1(C)C(=O)[C@H](O)C3=C(C)[C@@H](OC(=O)[C@H](O)[C@@H](NC(=O)OC(C)(C)C)c4ccccc4)C[C@](O)([C@@H](OC(=O)c4ccccc4)[C@H]21)C3(C)C
61 | 4.3%[25.7 µM] | C[C@H]1C[C@@H]2[C@H]3CCC4=CC(=O)C=C[C@@]4(C)[C@@]3(Cl)[C@@H](O)C[C@]2(C)[C@]1(OC(=O)c1ccco1)C(=O)CCl
